Compound activity from PubChem BioAssay.
eIF4E 4G PPI: inhibitors of eIF4E and eIF4G interaction in translation initiation; 220,000 tested, 0.37% active; P63073+Q04637; AID 782; inhibition, % at 21.7 µM; TR-FRET eIF4E-eIF4GI(517-606) binding, 2 h;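 active = inhibition above about 30%, limit read from the data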;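 also: 0% = full FRET control wells and 100% = background wells lacking eIF4GI fragment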
Tb hexokinase: blocks Trypanosoma brucei hexokinase 1 activity; recombinant TbHK1, G6PDH-coupled NADH A340; inhibition, % at 10 µM; 220,000 tested, 0.11% active;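 active = inhibition of 50% or more in the single-dose primary screen; inactive = inhibition below 50%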
Hck-Nef inh: inhibitors of human Hck kinase activated by Nef | P08631 | Recombinant Hck-YEEI plus Nef, Z-Lyte FRET kinase assay | inhibition, % at 20 µM | 220,000 tested, 0.68% active | AID 463187;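 active = Hck-Nef kinase inhibition above about 50%, limit read from the data; inactive = inhibition below that limit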;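 also: 0% = DMSO with Hck plus Nef and 100% = Hck alone without Nef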
Target sequence (P08631 whole entry, looked up): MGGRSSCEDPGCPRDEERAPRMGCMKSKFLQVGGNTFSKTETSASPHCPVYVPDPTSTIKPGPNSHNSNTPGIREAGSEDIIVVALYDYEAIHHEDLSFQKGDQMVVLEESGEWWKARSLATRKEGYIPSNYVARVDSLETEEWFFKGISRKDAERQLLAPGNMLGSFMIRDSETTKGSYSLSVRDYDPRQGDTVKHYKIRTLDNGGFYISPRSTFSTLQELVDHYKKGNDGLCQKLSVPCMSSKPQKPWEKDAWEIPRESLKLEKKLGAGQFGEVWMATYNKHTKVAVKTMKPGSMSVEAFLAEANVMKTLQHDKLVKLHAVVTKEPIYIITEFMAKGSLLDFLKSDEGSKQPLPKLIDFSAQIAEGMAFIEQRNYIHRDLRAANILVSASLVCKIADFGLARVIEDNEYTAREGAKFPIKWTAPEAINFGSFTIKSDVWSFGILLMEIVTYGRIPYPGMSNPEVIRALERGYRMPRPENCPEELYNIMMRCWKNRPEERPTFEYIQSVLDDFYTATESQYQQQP
14-3-3 Bad inh: disrupts binding of bovine 14-3-3 zeta to phospho-Bad peptide; P63103; TR-FRET 14-3-3zeta/Dy647-pBad peptide displacement, 1 h; inhibition, % at 21.7 µM; 220,000 tested, 0.71% active;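 active = inhibition above about 70%, limit read from the data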;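 also: 0% = full 14-3-3 plus peptide FRET controls and 100% = background without 14-3-3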
Target sequence (P63103 whole entry, looked up): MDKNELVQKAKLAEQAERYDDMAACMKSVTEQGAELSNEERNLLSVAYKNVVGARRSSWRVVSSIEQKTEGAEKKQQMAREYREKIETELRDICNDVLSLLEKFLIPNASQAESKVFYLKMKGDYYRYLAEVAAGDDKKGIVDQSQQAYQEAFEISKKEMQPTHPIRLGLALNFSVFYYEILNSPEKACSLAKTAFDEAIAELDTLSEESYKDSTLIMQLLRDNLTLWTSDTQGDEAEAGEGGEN
zVAD death inh: blocks zVAD induced death of L929 cells | L929 zVAD necroptosis rescue, ATP luminescence, 24 h; with zVAD 60 µM | viability rescue, % at 10 µM | 220,000 tested, 0.38% active;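 active = activation, scaled between plate controls, above about 75%, limit read from the data; inactive = activation under that limit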;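 also: 0% = zVAD with DMSO and 100% = DMSO alone without zVAD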
Rad51 HR inh: Rad51 (human) homologous recombination inhibition. Q06609. 200,000 tested, 0.085% active. hRad51 DNA strand exchange, fluorescence dequenching. inhibition, % at 10 µM;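 active = inhibition above 40% at the single screening dose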;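 also: 0% = DMSO control wells and 100% = blanks with heterologous ssDNA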
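Test system: preformed human Rad51 ssDNA filaments; also added: Donor/quencher-labelled 47-bp dsDNA substrate; doses: 10 µM final, single point; times: 37 °C 15-min filament assembly, 30-min compound preincubation, 15-min exchange; detection: FRET fluorescence dequenching, excitation 485 nm, emission 520 nm; read-out basis: Fluorescence-based percent inhibition, control- and blank-normalised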
EP2 antag: blocks the human prostaglandin E2 receptor EP2; P43116; C6 glioma cells expressing human EP2, cAMP TR-FRET; cells stimulated with saturating PGE2; inhibition, % at 25 µM; 260,000 tested, 0.52% active; AID 1422;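 active = percent inhibition above 40 after rounding to a whole number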;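 also: rat C6 glioma host cells with rolipram phosphodiesterase inhibitor present; the protocol text gives 20 µM as final concentration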
m-calpain inh: inhibitors of pig calpain II. purified calpain II, fluorogenic peptide substrate, 30 min. inhibition, % at 16 µM. 220,000 tested, 0.37% active;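 active = inhibition above about 50%, limit read from the data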
EP2 modulator: modulators of human EP2 prostaglandin E2 receptor; P43116; EP2-expressing cells, cAMP HTRF FRET, PGE2 co-stimulation; induction, % at 25 µM; 260,000 tested, 0.83% active; AID 940;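 active = compounds whose cAMP rise, as percent of the full-agonist control response, exceeds 60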;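 also: rat C6 glioma line stably carrying human EP2 under a CMV promoter; the protocol text gives 20 µM as final concentration; 100% = response of wells given 1 µM PGE2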
An asterisk follows results filed as active; i = inactive; nt = no result given; [ ] = remark or other dose. Some of the compounds tested; count on the stated rates, not on these rows.

SMILES	eIF4E 4G PPI	Tb hexokinase	Hck-Nef inh	14-3-3 Bad inh	zVAD death inh	Rad51 HR inh	EP2 antag	m-calpain inh	EP2 modulator
CCOc1ccc2nc(-c3cc(NC(C)=O)ccc3O)sc2c1	-1	-11	15	-3	1.7	6	6	-27	0
Cc1ccc(-c2nc3cccnc3o2)cc1NC(=O)COc1ccc(C(C)(C)C)cc1	-10[fluorescence artefact?]	-10	0	4	0.6	-9	18	30	55
CCOC(=O)C1=C(C)N=c2s/c(=C3\C(=O)Nc4ccccc43)c(=O)n2C1c1ccc2c(c1)OCO2 (stereo not given)	-3	-10	2	5	0.8	2	4	-89	3
CCCN1CCN(CCCNC(=O)CCn2nc(-c3ccccc3)ccc2=O)CC1	1	-2	-4	-4	-0.6	-14	5	1	-10
CCOc1ccc(-c2noc(-c3cccnc3)n2)cc1OCC	1	-6	2	7	0.3	-1	4	18	23
O=C1CN(C(=O)COC(=O)c2cnc(Cl)c(Cl)c2)c2ccccc2N1	4	1	16	-7	-0.2	2	10	-5	-15
CSc1cc(C)nc(NC(C)=O)n1	3	3	3	9	-0.1	-5	2	14	9
O=C1NC(=S)S/C1=C/c1ccc(N2CCOCC2)o1	-2	-15	2	-22	14	-194	18	0	22
Cc1nn(C)c(C)c1CN(C)C(=O)CCCC(=O)O	-1	5	6	10	1.1	-2	18	-11	-6
Cc1ccc(CNC(=O)C2CCC(CNc3nc(=S)[nH]c4ccccc34)CC2)cc1 (stereo not given)	-3	-1	18	21	1.5	nt	3	18	-14

Record cards (already shown). Order of screens: eIF4E 4G PPI	Tb hexokinase	Hck-Nef inh	14-3-3 Bad inh	zVAD death inh	Rad51 HR inh	EP2 antag	m-calpain inh	EP2 modulator
Record of O=C1NC(=S)S/C1=C/c1ccc(N2CCOCC2)o1 = -2	-15	2	-22	14	-194	18	0	22
Record of O=C1CN(C(=O)COC(=O)c2cnc(Cl)c(Cl)c2)c2ccccc2N1 = 4	1	16	-7	-0.2	2	10	-5	-15
Record of CCOC(=O)C1=C(C)N=c2s/c(=C3\C(=O)Nc4ccccc43)c(=O)n2C1c1ccc2c(c1)OCO2 (stereo not given) = -3	-10	2	5	0.8	2	4	-89	3

Some values from the results shown.
In m-calpain inh, O=C1CN(C(=O)COC(=O)c2cnc(Cl)c(Cl)c2)c2ccccc2N1 has the entry -5
In zVAD death inh, Cc1ccc(CNC(=O)C2CCC(CNc3nc(=S)[nH]c4ccccc34)CC2)cc1 (stereo not given) has the entry 1.5
In EP2 antag, Cc1ccc(-c2nc3cccnc3o2)cc1NC(=O)COc1ccc(C(C)(C)C)cc1 has the entry 18
In eIF4E 4G PPI, CCOc1ccc(-c2noc(-c3cccnc3)n2)cc1OCC has the entry 1

(further entries)
SMILES	eIF4E 4G PPI	Tb hexokinase	Hck-Nef inh	14-3-3 Bad inh	zVAD death inh	Rad51 HR inh	EP2 antag	m-calpain inh	EP2 modulator
CCOC(=O)Cn1c(=NC(=O)C(C)C)sc2c(C)cc(C)cc21	-4	-8	12	4	0.7	-12	6	17	30
Cc1ccc(CO/N=C/C2=C(Cl)c3ccccc3CC2)cc1	2	-18	1	2	-0.4	nt	7	11	21
COc1ccc(C)cc1S(=O)(=O)N(CC(=O)Nc1ccc2c(c1)OCCO2)Cc1ccccc1	4	-2	2	-7	-0.1	-4	12	-4	53
CC1CCC(n2c(=S)[nH]c3ccccc3c2=O)CC1 (stereo not given)	-4	-7	0	5	-0.3	-12	8	3	-6
CCC(=O)NC1(C(F)(F)F)C(=O)NC(C)=C1C#N (stereo not given)	3	-1	-1	3	0.0	-6	11	2	2
Cc1ccc(NC(=O)CS(=O)CC(=O)N(C2CCCC2)C(C)C(=O)NC2CCCCC2)cc1 (stereo not given)	3	-15	-1	1	-0.4	-1	1	-7	19
COc1ccc(C(=O)N2CCN(Cc3nc(CC4CC4)no3)CC2)cc1	-3	-8	2	-11	-0.4	0	8	-26	15
CC(C)NC(=O)Nc1n[nH]c(Nc2ccc(Cl)cc2)n1	4	6	10	-3	0.7	-5	10	12	-30
COc1cccc(N2C(=O)CC(N3CCc4ccccc4C3)C2=O)c1 (stereo not given)	0	-2	5	0	1.3	-2	7	-5	17
c1cncc(-c2noc(CC3CCCCC3)n2)c1	5	-1	3	6[fluorescence artefact?]	0.4	0	9	3	6
CC(C)CN(CC(C)C)C(=O)C12CCC(C)(C(=O)O1)C2(C)C (stereo not given)	2	2	1	-10	0.7	0	5	11	9
O=[N+]([O-])c1ccc(N2CCCCC2)cc1NCCOc1ccccc1	7	29	-4	1	0.4	-13	10	30	10
CCOCC(=O)Nc1cc(S(=O)(=O)N2CCOCC2)ccc1N1CCCCC1	2	0	-47	9	0.0	nt	5	0	-26
O=C(Nc1cccc(-c2cn3ccccc3n2)c1)C1CC1	-4	-8	0	5	0.3	-3	4	-46	-29
CCCCCC(=O)N1CC2(CC(c3cccc(NC(=O)[C@@H]4CCC(=O)N4)c3)=NO2)C[C@@H]1C(N)=O (stereo not given in full)	-2	-10	31	-3	0.2	-4	16	-12	5
CCn1c(=O)cc(OCC(=O)NCc2ccc(C)o2)c2ccccc21	2	-2	0	5	-0.2	-6	4	-7	1
CCCc1nc2oc3c(NCC(C)O)ncnc3c2c2c1CCCC2 (stereo not given)	4	-10	15	5	-0.5	-24	6	-48	10
CCOC(=O)CS(=O)(=O)c1ccccc1	2[fluorescence artefact?]	6	-2	1[fluorescence artefact?]	-0.1	-5	12	-13	17
Cc1ccc(NC(=O)CN(C)C(=O)c2nn(C)c(=O)c3ccccc23)cc1	4	-3	4	-5	0.0	-6	7	-13	-14
O=C(NCCCn1ccnc1)c1ccc(Br)o1	-4[fluorescence artefact?]	3	5	-9	0.1	-1	17	-8	13
Cc1cc2nncn2c(Cc2ccccc2)n1	-8	1	0	-5	1.0	-11	14	-16	-7
CCOC(=O)C1CCN(Cc2ccc(OC)c(C)c2OC)CC1	-1	0	-3	8	1.3	-1	6	17	-1
O=C(CSc1nc2ccccc2s1)CSc1nc2ccccc2s1	-5	-12	6	-9	0.8	0	10	-10	-31
Cc1cc(C)c(C(=O)C2OC(=O)C(C)(C)C(=O)C2(C)C)c(C)c1 (stereo not given)	-3	-9	1	0	-0.4	9	4	7	22
CC(=O)C1=C(c2ccccc2)NC(=O)NC1c1ccc(O)c(O)c1 (stereo not given)	3	-1	21	-7	0.0	-6	7	6	13
CC1Cc2nc(SCC(=O)Nc3ccc4c(c3)OCO4)n(Cc3ccccc3)c(=O)c2S1 (stereo not given)	-36	-7	8	-9	0.2	-8	7	-229	19
COCC(C)NC(=O)CSc1nnc(-c2cccc(S(=O)(=O)N3CCCCC3)c2)o1 (stereo not given)	-2	7	17	-3	-0.3	4	5	12	13
COc1cccc(-c2nnc(-c3ccc(C)o3)o2)c1	0[fluorescence artefact?]	-5	5	-1	-0.4	5	10	i	8
COC(=O)c1cc(-c2ccc(OC)c(OC)c2)on1	-3	0	-1	-2	0.5	-6	9	17	58
COc1ccc(NC(=O)/C(=C/c2cccs2)NC(=O)c2ccco2)cc1	3	-40	28	-1	-0.2	-8	11	-3	3
CCCSc1nc(C)cc(C)c1S(=O)(=O)c1ccccc1C	-1	2	0	0	-0.1	nt	nt	-9	48
COc1ccc(N(C(=O)CNC(=O)c2ccco2)C(C(=O)NC2CCCC2)c2ccncc2)cc1 (stereo not given)	3	-5	21	-8	1.0	nt	5	2	8
O=C(CSCc1ccccc1)Nc1ccccc1C(=O)Nc1ccc(C(=O)O)cc1	-4	-6	19	-4	2.3	-17	5	14	4
CN1CCN(S(=O)(=O)c2cccc(C(=O)NCc3ccc(Cl)cc3)c2)CC1	-1	7	13	8	-0.1	-7	4	31	-13
CN(C)S(=O)(=O)c1ccc(C(=O)OCC(=O)Nc2ccc(OC(F)F)cc2)cc1	3	-10	25	4	0.5	3	7	-2	-36
CC(C)(C)c1nn(-c2ccccc2)c2[nH]c(=O)c(CNc3ccc4c(c3)OCCO4)cc12	3	-12	0	-6	-0.3	0	17	-68	0
CCOC(=O)C1=NN(C(=O)c2ccc(C)cc2)C(O)(c2ccc(Cl)cc2)C1 (stereo not given)	-2	6	2	-8	-0.1	-2	8	31	-37
COc1ccc(C2CC(c3ccc(F)cc3)n3nc(NS(C)(=O)=O)nc3N2)cc1 (stereo not given)	-2	-16	1	-12	0.4	0	14	-11	8
COc1cc(/C=N/NC(=O)CCC(=O)NC2CCCCC2)ccc1C	4	11	-2	5	-0.7	-7	3	19	-19
CC(C)(C)OC(=O)N[C@@H](Cc1ccccc1)c1nnc(S(=O)(=O)Cc2ccccc2)o1	-8	3	3	-9	-0.6	2	3	-10	17
CCOc1ccsc1C(=O)OC	-1	4	11	-14	-0.2	23	12	-1	-17
Cc1ccc(-c2noc(-c3ccccc3C(=O)NCC3CCCO3)n2)cc1 (stereo not given)	-5	-1	1	-1	0.2	5	12	-22	27
COc1ccc(N(CC(=O)NCc2ccccc2)S(=O)(=O)c2c(C)nn(C)c2C)cc1	-3	0	17	3	-0.6	7	10	-15	5
COc1cc(/C=N/N2C(C)CCCC2C)cc(Br)c1O (stereo not given)	4	-37	12	-6	1.1	-4	23	-8	14
COc1ccc(C(=O)/C=C/Nc2ccccn2)cc1	1[fluorescence artefact?]	-38	4	5[fluorescence artefact?]	-0.2	4	14	-175	-10
Cn1nc(C(F)(F)F)c(-c2ccc(Br)cc2)c1NC(=O)c1ccco1	3	1	22	4	-0.3	nt	2	2	-12
NNC(=O)c1cccc(COc2ccccc2Br)c1	-1	6	0	-8	0.6	nt	nt	-31	-24
Cc1ccc(NC(=O)Cc2ccc([N+](=O)[O-])cc2)c(Br)c1	-1	4	0	-6	0.3	1	7	1	-11
COc1ccc(N2C(=O)CCC(C(=O)NCc3ccccn3)C2c2ccc(OC)c(OC)c2)cc1 (stereo not given)	-7[fluorescence artefact?]	2	-1	5[fluorescence artefact?]	2.8	3	11	14	-7
Cc1ccc(NC(=O)N2CCN(c3ccccn3)CC2)cc1	2	-5	-1	5	0.2	-11	6	-15	9

Carrying on:
SMILES	eIF4E 4G PPI	Tb hexokinase	Hck-Nef inh	14-3-3 Bad inh	zVAD death inh	Rad51 HR inh	EP2 antag	m-calpain inh	EP2 modulator
CCN(Cc1ccccc1)C(=O)/C=C/c1ccccc1[N+](=O)[O-]	1	-3	23	-4	0.2	12	3	11	-20
CC(=O)OCCn1c2nc(=O)[nH]c(=O)c-2nc2cc(C)c(C)cc21	8	23	-129	64	1.8	i	10	-82	11
CCN1CCN(CCCN(Cc2ccco2)C(=S)Nc2cccc(Cl)c2C)CC1	2	-1	-24	0	0.5	0	-2	7	-19
CSc1nn(-c2ccc(C(=O)OC(C(=O)NC(N)=O)C(C)C)cc2)c(=S)s1 (stereo not given)	-3	-5	9	0	9.7	2	7	10	-2
Cn1nc(C(=O)N2CCN(C(c3ccccc3)c3ccccc3)CC2)c2ccccc2c1=O	-3	-20	-2	6	1.6	-27	14	2	12
CC(NC(=O)COC(=O)Cn1cnc2ccccc2c1=O)C1CC2CCC1C2 (stereo not given)	-1	-3	1	-2	0.2	5	11	-3	19
CCOc1ccc(S(=O)(=O)N(C)c2ccc(OCC(=O)Nc3ccc4[nH]c(=O)[nH]c4c3)cc2)cc1	6	0	9	-10	6.8	8	9	-6	-61
O=C(Cn1cnc2ccccc2c1=O)Nc1ccc(-c2nnc3n2CCCCC3)cc1	3	-3	3	-9	1.8	6	12	-28	12
CCc1cccc(NC(=O)CSC2=NS(=O)(=O)c3ccccc32)c1	2	20	19	9	1.2	7	15	-7	6
CCN(CCNC(=O)Nc1ccc(Cl)cc1)c1ccccc1	4	5	0	-14	1.5	28	27	33	-48
